From PubChem BioAssay
TSHR antag = blocks TSH signaling through the human TSH receptor; P16473; TSHR-expressing cells, TSH-stimulated cAMP HTRF, 2 h; active compounds read low; activity change, negative = inhibition, % at 11.5 µM; 0.2% of 330,000 active;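 active = activity change below a set negative limit, meaning inhibition stronger than a set level, cut at about -70% in these data; inconclusive = activity change between two set negative limits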; also: % is scaled to controls: 0 for no effect and ±100 for the full control effect
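TSHR-expressing cells, 200/well, pre-treated with compound, then stimulated with EC80 TSH (4nM final) for 2 hours at 37 deg C. cAMP measured by competitive HTRF: anti-cAMP cryptate antibody in lysis buffer plus cAMP-d2, read after 30 minutes at room temperature.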
Eya2 phos inh = inhibitors of human Eya2 phosphatase activity. O00167. recombinant Eya2, OMFP fluorescence dephosphorylation (OMFP is methylfluorescein phosphate). Potency, µM (top dose mostly 76.9 µM), for the others: at the highest dose activity, negative = inhibition, usual class: inhibitors. 0.006% of 330,000 active; also: potency is read from the fitted curve at half-maximal effect; % is scaled to controls: 0 for no effect and ±100 for the full control effect
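Eya2 protein (added as 0.2 uM solution) was preincubated with compound for 10 min at ambient temperature in 50 mM HEPES pH 7.5, 50 mM NaCl, 5 uM MgCl2, 0.05% BSA, 1 mM DTT. OMFP (added at 50 uM) then reacted 10 min; fluorescence read at 485/525 nm.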
Mito fusion yeast = inhibitors of mitochondrial division or activators of mitochondrial fusion. S. cerevisiae fusion-defective mutant growth rescue, CellTiterGlo 48 h. 0.23% of 320,000 active. Potency, µM (top dose mostly 46.1 µM), for inactives: at the highest dose growth rescue (activation), usual class: activators. AID 485298;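 also: potency is read from the fitted curve at half-maximal effect; % of control where 0% means no effect; nearly all actives have a fitted effect of over 45% in size; temperature-sensitive fusion mutants such as fzo1-1 at 37 °C on non-fermentable ethanol glycerol medium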
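S. cerevisiae fusion-defective temperature-sensitive mutants (e.g. fzo1-1, mgm1-5) grown 48 h at 37C in YPEG (ethanol/glycerol non-fermentable) medium with 23 nl compound per well; growth rescue read as CellTiterGlo luminescence.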
Menin MLL FP TR = menin-MLL binding inhibition, Texas Red mutant peptide | O00255 | Menin + Texas Red MLL mutant peptide, fluorescence polarization | Potency, µM (doses to about 61.6 µM), for inactives: at the top dose FP activity change, negative = inhibition, most hits filed as inhibitors | 0.23% of 270,000 active; active = well fitted inhibition curve with a large enough effect in the polarisation, with a control signal flat, not every such curve was filed as active; inconclusive = small, poorly fitted or top-dose-only effect, or effect the other way, or a change in a side signal; inactive = no such curve, though single readings can be large or run the other way; the % refers to the polarisation; also: potency is read from the fitted curve at half-maximal effect; % of control where 0% means no effect; many of its hits are not listed in these tables
Chronic BCR inh = inhibitors of chronic active B-cell receptor signaling; 0.05% of 340,000 active; Potency, µM (top dose mostly 46.1 µM), without a hit: top-dose ratio change, negative = lower green/red ratio, actives largely listed as inhibitors; ABC-DLBCL IkBa-CBG/CBR reporter, luminescence ratio, 4 h; AID 493014; active = well fitted inhibition curve with a large enough effect in the signal ratio, with a control signal flat, not every such curve was filed as active; inconclusive = small, poorly fitted or top-dose-only effect, or effect the other way, or a change in a side signal; the % refers to the signal ratio;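 also: potency is read from the fitted curve at half-maximal effect; plate controls were basal doxycycline-induced cells for no effect and cells given 10 µM MG132 for full effect; MG132 reads +100%, hits lower the ratio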
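Doxycycline induced both beetle luciferases in TMD8 lymphoma cells; IKK-driven degradation limits the IkappaBalpha-fused green signal, while red luminescence normalises for cell number and nonspecific effects. Compounds tested up to 46 uM, 4 hrs.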
hERG WT inh = KCNH2 (human, wildtype) channel inhibition. Q12809. U2OS, BacMam KCNH2, thallium flux FluxOr; active compounds read low. activity change, % at 1.84 µM. 0.37% of 340,000 active. AID 720551;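 active = maximum activity change below -70%; inconclusive = maximum activity change between -70% and -50%; inactive = maximum activity change above -50%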; also: % is scaled to controls: 0 for no effect and ±100 for the full control effect
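U2OS cells transduced with wild-type KCNH2 virus are loaded with FluxOr dye for 45 min, and thallium flux is measured in kinetic reads before and after stimulation buffer. Rate constants are normalized to DMSO controls.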
USP2a inh = USP2a (human) protease inhibition; O75604; USP2 core, Ub-CHOP2 coupled fluorogenic reporter, 485/531; Potency, µM (titrated, usually from 38.3 µM), for the others: top-dose activity change, negative = inhibition, usual class: inhibitors; 0.01% of 330,000 active; AID 463254;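 also: potency is read from the fitted curve at half-maximal effect; plate controls were DMSO wells for no effect and full inhibition by NEM control for full effect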
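Deubiquitinase activity read as fluorescence (485/531 nm) after Ub-CHOP2 cleavage activates the enterokinase reporter on its substrate; USP2 core 10nM, Ub-CHOP2 and substrate 25nM each, 30min compound preincubation then 60min RT; data normalized to NEM, curves fitted.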
ASM inhibitor = human S-ASM enzyme inhibition; P17405; placental ASM, HMU-PC fluorogenic substrate, 60 min; Potency, µM (top dose mostly 57.5 µM), without a hit: top-dose activity change, negative = inhibition, most hits filed as inhibitors; 0.006% of 340,000 active; also: potency is read from the fitted curve at half-maximal effect
Target sequence (P17405 47-631 limits assumed): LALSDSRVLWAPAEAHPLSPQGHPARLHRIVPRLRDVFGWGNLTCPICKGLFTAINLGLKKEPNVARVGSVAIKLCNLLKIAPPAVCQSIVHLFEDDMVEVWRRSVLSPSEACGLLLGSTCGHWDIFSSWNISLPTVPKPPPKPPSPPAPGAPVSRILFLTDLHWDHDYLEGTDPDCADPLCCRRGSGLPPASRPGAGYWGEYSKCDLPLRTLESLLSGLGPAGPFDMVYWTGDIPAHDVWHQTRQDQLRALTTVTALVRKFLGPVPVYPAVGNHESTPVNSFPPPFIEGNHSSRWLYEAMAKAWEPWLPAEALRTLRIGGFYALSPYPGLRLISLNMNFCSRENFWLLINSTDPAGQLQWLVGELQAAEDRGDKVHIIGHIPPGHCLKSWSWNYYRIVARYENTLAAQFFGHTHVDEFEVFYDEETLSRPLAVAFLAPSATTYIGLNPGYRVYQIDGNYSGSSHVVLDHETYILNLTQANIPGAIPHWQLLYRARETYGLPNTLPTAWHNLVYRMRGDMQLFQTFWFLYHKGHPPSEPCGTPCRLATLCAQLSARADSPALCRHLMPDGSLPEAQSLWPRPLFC
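Human placenta-derived ASM preincubated with compound 10 min at room temperature, then reacted with 9 uM (final) fluorogenic HMU-PC substrate for 60 min at 37 C. Stop solution raises pH to 10; fluorescence read at Ex 386/Em 447 nm.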
MBNL1 CUG block = inhibitors of human MBNL1 binding to CUG repeat RNA | 0.036% of 280,000 active | Q9NR56 | Potency, µM (series often up to 57.5 µM), for inactives: at the top dose activity change, negative = inhibition, actives largely listed as inhibitors | TR-FRET MBNL1-His/biotin-(CUG)12 binding, 665/545 ratio | AID 2675; active = well fitted inhibition curve with a large enough effect in the signal ratio, with a control signal flat, not every such curve was filed as active; inconclusive = small, poorly fitted or top-dose-only effect, or effect the other way, or a change in a side signal; inactive = no such curve, though single readings can be large or run the other way; the % refers to the signal ratio; also: potency is read from the fitted curve at half-maximal effect; % is scaled to controls: 0 for no effect and ±100 for the full control effect
Target sequence (Q9NR56 whole entry, looked up): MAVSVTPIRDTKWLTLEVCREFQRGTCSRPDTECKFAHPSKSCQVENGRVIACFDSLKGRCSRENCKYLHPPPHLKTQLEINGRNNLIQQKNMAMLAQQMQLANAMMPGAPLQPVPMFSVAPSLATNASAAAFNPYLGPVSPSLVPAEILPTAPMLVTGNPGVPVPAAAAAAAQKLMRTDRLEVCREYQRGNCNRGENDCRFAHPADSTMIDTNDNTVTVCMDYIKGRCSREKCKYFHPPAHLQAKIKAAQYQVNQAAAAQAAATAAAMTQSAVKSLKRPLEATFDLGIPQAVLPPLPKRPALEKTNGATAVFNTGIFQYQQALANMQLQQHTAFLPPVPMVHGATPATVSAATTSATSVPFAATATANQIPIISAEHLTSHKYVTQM
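TR-FRET between His-tagged MBNL1 and biotin-(CUG)12 RNA, detected with Tb anti-His antibody (0.055 ng/ul) and streptavidin-XL665 (5 nM), 60 min at room temperature. Compounds titrated 92 nM to 58 uM; 665/545 nm ratio normalized to buffer and complex controls.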
PKM2 act = activators of human pyruvate kinase M2; P14618; purified PKM2, Kinase-Glo ATP luminescence, activation; response scale: 0% is enzyme alone, no compound; Potency, µM (doses to about 57.5 µM), inactives show at the top dose activation, hits mostly activators; 0.34% of 260,000 active; AID 1631; also: potency is read from the fitted curve at half-maximal effect; % is scaled to controls: 0 for no effect and ±100 for the full control effect; nearly all actives have a fitted effect of over 55% in size
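Purified hPK-M2 (>95% pure) converted ADP (0.1 mM final) to ATP with 0.5 mM PEP in 50 mM imidazole pH7.2, KCl, MgCl2, Tween 20, BSA; 1 h at room temperature. ATP detected by Kinase-Glo luminescence.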
GALK inhibitor = blocks human galactokinase activity. AID 1868. 0.007% of 270,000 active. Potency, µM (series often up to 57.5 µM), inactives show at the top dose activity change, negative = inhibition, hits mostly inhibitors. P51570. Purified GALK, Kinase-Glo residual ATP luminescence; also: potency is read from the fitted curve at half-maximal effect; % is scaled to controls: 0 for no effect and ±100 for the full control effect
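5 nM enzyme, 35 uM ATP, 100 uM galactose, 20 mM HEPES pH8.0, 5 mM MgCl2; 1 h RT; residual ATP by Kinase-Glo Plus luminescence, qHTS format.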
* marks the source's active call; other numbers are inactive results; ? = inconclusive; nt = no result given; [ ] = another dose, or the depositor's remark. Unless noted, calls follow the shape of the dose curve; as a rule, active = well fitted curve in the direction sought with a large enough effect; inconclusive = small, poorly fitted or top-dose-only effect, or another doubt; inactive = no such curve, though single readings can be large; an effect the other way counts as inactive or inconclusive.

Each structure is followed by: TSHR antag	Eya2 phos inh	Mito fusion yeast	Menin MLL FP TR	Chronic BCR inh	hERG WT inh	USP2a inh	ASM inhibitor	MBNL1 CUG block	PKM2 act	GALK inhibitor
> COc1ccc(C2C(C(=O)NCCN(C)C)c3ccccc3C(=O)N2C)cc1OC (configuration not stated)
    3	3%	0%	-9%	-1%	-8	2%	2%	-4%	-2%	2%
> Cc1ccc(C=C2C(Cl)=C(Cl)C(Cl)=C2Cl)cc1
    -7	14%	6%	nt	-1%	-8	3%	-6%	nt	0%	2%
> CCOc1ccc(N=C/C=C/c2ccccc2)c(O)c1
    3	-5%	12%	?	?	1	7%	-4%	?	1%	5%
> COc1ccc(CNC(=O)C(C)N(C)Cc2cccc(F)c2)cc1 (configuration not stated)
    -3	10%	5%	-15%	-1%	-4	2%	6%	5%	nt	-1%
> CCCCCCCCCCOC(=O)Cn1c(COc2ccc(C)cc2)[n+](C)c2ccccc21
    -7	-24%	-30%	?	-1%	-11	?	?	-9%	-11%	4%
> CC(=O)C1=C(O)C(=O)N(c2ccc(S(=O)(=O)Nc3nccs3)cc2)C1c1ccc([N+](=O)[O-])cc1 (configuration not stated)
    0	0%	0%	13%	-2%	23	1%	4%	?	0%	0%
> CN(Cc1cnn(C)c1)C(=O)c1cc2ccccc2oc1=O
    2	-29%	-6%	0%	1%	-7	2%	-1%	7%	-6%	0%
> CCC1(c2ccc(F)cc2)NC(=O)N(CC(=O)NC2CCCC(C)C2C)C1=O (configuration not stated)
    -13	-29%	nt	nt	4%	5	-2%	1%	nt	nt	nt
> CN1CCN(C(=S)NCCc2ccccc2)CC1
    -7	7%	0%	4%	?	-6	4%	4%	-8%	-5%	2%
> CCOC(=O)[C@H]1O[C@@H]1C(=O)N[C@@H](CC(C)C)C(=O)NCCC(C)C
    6	0%	-15%	-12%	-5%	6	1%	2%	1%	1%	-3%
> CC(C)CN(C(=O)CCC(=O)OCc1ccc(Cl)cc1Cl)c1c(N)n(CC(C)C)c(=O)[nH]c1=O
    0	-27%	-4%	nt	-3%	22	0%	0%	nt	nt	nt
> O=C(CCCN1C(=O)/C(=C\c2ccco2)SC1=S)Nc1cccc2ccccc12
    -1	2%	1%	?	?	-16	-11%	-4%	5%	10%	-2%
> Cc1ccn(CC(=O)N2CCCC(N3CCN(Cc4ccc5c(c4)OCO5)CC3)C2)n1 (configuration not stated)
    -1	1%	-1%	nt	0%	3	-2%	3%	-4%	-4%	-3%
> O=C(C1CCN(c2ncnc3c2sc2cccc(F)c23)CC1)N1CCCC1
    -28	-6%	5%	nt	10%	nt	1%	nt	0%	4%	-2%
> O=C(Nc1cc(Cl)cc(Cl)c1)c1ccno1
    -3	13%	6%	36%[activator]	-1%	-2	2%	-1%	2%	nt	-3%

(continued)
Each structure is followed by: TSHR antag	Eya2 phos inh	Mito fusion yeast	Menin MLL FP TR	Chronic BCR inh	hERG WT inh	USP2a inh	ASM inhibitor	MBNL1 CUG block	PKM2 act	GALK inhibitor
> N#Cc1ccc(OC(=O)C2CCN(C3=NS(=O)(=O)c4ccccc43)CC2)cc1
    3	7%	-2%	nt	4%	6	0%	2%	nt	nt	nt
> Cc1cc(F)c(F)c(C(=O)N2CCN(C)CC2)c1Cl
    12	-4%	-2%	-4%	?	6	0%	3%	-3%	12%	0%
> C=CCOc1ccc(C2NC(=O)c3ccccc3O2)cc1 (configuration not stated)
    6	0%	3%	0%	0%	-2	1%	-1%	-1%	1%	1%
> NC1=NC2(CCCCC2)N(c2ccc(F)cc2)C(N)=N1
    -16	3%	-4%	-1%	-1%	-8	0%	2%	?	1%	-1%
> CCCn1c(SCC(=O)Nc2sc(C)c(C)c2C#N)nnc1C(C)C
    32	1%	1%	?	?	3	1%	-1%	-22%	-1%	3%
> Cc1ccc(OCCC(=O)OCC(=O)NC2CCS(=O)(=O)C2)cc1 (configuration not stated)
    3	1%	-8%	nt	-3%	2	2%	3%	nt	nt	nt
> COc1ccc(C(=O)C2CCCN(Cc3cn(C)nc3-c3ccccc3)C2)cc1F (configuration not stated)
    -6	-3%	2%	-19%	?	21	-1%	4%	-17%	-1%	0%
> CCOC(=O)CNC(=O)Cn1cnc2c(oc3ccccc32)c1=O
    25	8%	-1%	1%	-3%	-19	-6%	2%	-3%	nt	7%
> Cc1cccc(CCNC(=O)C2CCCN(S(=O)(=O)c3cnc[nH]3)C2)c1 (configuration not stated)
    7	2%	1%	11%	-14%	3	2%	24%	-3%	-4%	-3%
> CC(OC(=O)[C@@H](NC(=O)c1ccco1)C(C)C)C(=O)Nc1ncc(Cl)cc1Cl (some centres not stated)
    nt	-10%	nt	nt	2%	4	7%	2%	nt	nt	nt
> COc1ccc(-c2csc3ncnc(Nc4ccc(O)cc4)c23)cc1
    -4	7%	-1%	?	-3%	-1	1%	6%	-3%	-4%	-1%
> C#CCOCCOCCOCCNc1nc(N2CCN(C(=O)Cn3cc(CCCN=C(N)N)nn3)CC2)nc(N2CCN(C(=O)[C@H](C)n3cc(CCCN=C(N)N)nn3)CC2)n1
    8	17%	5%	-13%	4%	-5	2%	0%	?	-13%	nt
> Cc1ccc(/C=N/n2c(-c3ccncc3)n[nH]c2=S)o1
    3	12%	1%	-3%	5%	-9	3%	5%	16%	-3%	3%
> CCOc1ccc(C(c2c(O)nc(SC)n(C)c2=O)c2c(O)nc(SC)n(C)c2=O)cc1
    2	23%	2%	13%	0%	1	-5%	0%	5%	-5%	0%
> O=C(c1cccs1)N1CCN(S(=O)(=O)c2ccc(F)cc2)CC1
    3	-4%	-3%	-3%	5%	17	4%	-2%	0%	27%	5%

(next part)
Each structure is followed by: TSHR antag	Eya2 phos inh	Mito fusion yeast	Menin MLL FP TR	Chronic BCR inh	hERG WT inh	USP2a inh	ASM inhibitor	MBNL1 CUG block	PKM2 act	GALK inhibitor
> CCC(C)C(NC(=O)c1ccccc1NC(=O)c1ccco1)C(=O)NNC(=O)c1ccncc1 (configuration not stated)
    0	4%	1%	nt	1%	2	-1%	-3%	-3%	0%	8%
> Cc1nc(-c2ccc(NC(=O)C3CCCCC3)cc2)cs1
    -8	-13%	3%	-14%	?	-1	-1%	1%	-4%	-10%	1%
> CCC(C(=O)O)N1C(=O)c2ccccc2C1=O (configuration not stated)
    3	8%	0%	-14%	-1%	-6	0%	3%	-17%	-10%	1%
> CN1C(=O)NC(c2ccc([N+](=O)[O-])cc2)C2=C1CC(C)(C)CC2=O (configuration not stated)
    0	19%	-4%	-13%	?	-7	6%	1%	-1%	nt	0%
> Cc1ccc(C(C(=O)Nc2ccc3c(c2)OCO3)N(C)C(=O)Cc2c[nH]c3ccccc23)cc1 (configuration not stated)
    -7	9%	0%	-12%	0%	-5	3%	-15%	1%	9%	0%
> CCCc1cc(=O)[nH]c(SCc2nc3ccc([N+](=O)[O-])cc3[nH]2)n1
    2	-1%	-5%	20%	0%	3	-4%	-8%	nt	-1%	1%
> COc1ccc(CNC(=O)CCCn2nc(C)c([N+](=O)[O-])c2C)cc1
    20	-15%	0%	-1%	2%	7	0%	3%	3%	5%	-2%
> COc1cccc(CNC(=O)Cn2nc([N+](=O)[O-])c(Br)c2C)c1
    -11	5%	5%	0%	-3%	-6	0%	2%	?	-7%	6%
> CCOC(=O)c1cnc(COc2ccc(OC)cc2)[nH]c1=O
    -8	-2%	-3%	nt	9%	-6	2%	6%	nt	5%	-2%
> C=CCN(c1ccccc1)S(=O)(=O)c1cccc(C(=O)NNC(=O)c2ccncc2)c1
    -3	-26%	3%	nt	-1%	4	0%	-2%	nt	nt	nt

The list is partial (hit frequency here may not be typical).
